Screening data: PubChem, Broad Institute
ERAP1 inh = ERAP1 (human) enzyme inhibition; 340,000 tested, 0.15% active; recombinant ERAP1, Leu-AMC fluorescence, 60 min; inhibition, % at 10.7 µM; Q9NZ08;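 active = mean replicate inhibition of at least 30%, or all replicates individually reaching that 30% level; inactive = mean below 30% and not every replicate reaching it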;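 also: 0% = neutral control wells and 100% = L-leucinethiol positive control wells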
Target sequence (Q9NZ08 whole entry, looked up): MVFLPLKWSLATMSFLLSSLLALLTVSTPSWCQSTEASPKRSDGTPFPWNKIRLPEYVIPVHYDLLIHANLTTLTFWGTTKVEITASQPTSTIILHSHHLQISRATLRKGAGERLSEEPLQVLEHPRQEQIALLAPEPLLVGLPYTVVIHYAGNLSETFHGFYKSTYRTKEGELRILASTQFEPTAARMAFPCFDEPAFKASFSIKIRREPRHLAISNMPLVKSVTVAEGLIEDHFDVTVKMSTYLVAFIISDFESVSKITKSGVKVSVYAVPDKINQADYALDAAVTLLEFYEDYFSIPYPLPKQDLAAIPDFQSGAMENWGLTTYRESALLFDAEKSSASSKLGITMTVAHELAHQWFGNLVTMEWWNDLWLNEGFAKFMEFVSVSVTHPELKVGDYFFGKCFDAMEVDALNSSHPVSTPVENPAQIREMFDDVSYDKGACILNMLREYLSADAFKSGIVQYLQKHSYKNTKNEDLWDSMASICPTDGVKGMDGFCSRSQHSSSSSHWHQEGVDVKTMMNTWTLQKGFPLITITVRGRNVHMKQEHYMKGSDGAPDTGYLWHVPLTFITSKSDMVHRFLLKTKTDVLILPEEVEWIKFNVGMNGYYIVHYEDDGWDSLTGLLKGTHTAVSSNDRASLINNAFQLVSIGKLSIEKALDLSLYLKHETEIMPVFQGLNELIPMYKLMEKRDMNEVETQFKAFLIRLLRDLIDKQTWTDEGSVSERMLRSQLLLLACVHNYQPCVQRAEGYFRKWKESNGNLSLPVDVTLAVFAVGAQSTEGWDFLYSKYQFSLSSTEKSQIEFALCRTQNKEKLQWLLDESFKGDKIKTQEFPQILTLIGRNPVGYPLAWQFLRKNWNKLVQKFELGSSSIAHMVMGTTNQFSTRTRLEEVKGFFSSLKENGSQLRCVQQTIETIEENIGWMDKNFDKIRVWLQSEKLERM
EWS-Fli block = inhibitors of EWS/Fli oncoprotein transcriptional activity. A673 NR0B1-luciferase reporter, viability-normalised. inhibition, % at 12.6 µM. 350,000 tested, 0.67% active. AID 651661;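 active = mean inhibition of at least 50% after viability correction, with every replicate also passing that limit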;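 also: firefly luciferase signal divided by Alamar Blue viability fluorescence both relative to DMSO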
PglD inh = inhibitors of Campylobacter jejuni PglD acetyltransferase. purified PglD enzyme, DTNB colorimetric CoA detection. inhibition, % at 12.5 µM. 360,000 tested, 0.098% active; in the data active = inhibition above about 16%, passing the limit was not always enough; also: strong numbers were not always called active
PGC1a acetyl inh = PGC1a acetylation modulation, inhibitor mode; U2OS PGC1a acetylation, AlphaScreen anti-acetyl-lysine; with virally co-expressed GCN5 acetyltransferase; inhibition, % at 15.6 µM; 350,000 tested, 0.17% active; AID 651687;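 active = every replicate shows inhibition of at least 40%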;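 also: 0% = neutral control wells and 100% = positive control wells; some results beyond the cut were filed as inactive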
PAX8 reporter = inhibitors of PAX8 transcriptional activity in RMG-I cells. inhibition, % at 12.6 µM. RMG-I TPO-luciferase reporter, SteadyGlo, 24 h. 360,000 tested, 1.2% active;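 active = mean replicate inhibition at least 60% with every replicate also reaching 60%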;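 also: luciferase light reporting Pax8 driven TPO promoter activity; plate controls were median of neutral control wells for no effect and mitoxantrone controls for full effect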
LGR2 inh = Drosophila LGR2 receptor signaling inhibition | 380,000 tested, 0.35% active | inhibition, % at 9.99 µM | HEK293 LGR2, CRE-luciferase, bursicon-stimulated, 4 h;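 active = drop in luminescence signal, shown as inhibition above about 50% in the replicate tests, limit read from the data, passing the limit was not always enough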;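 also: agonist challenge used bursicon conditioned medium at about half maximal strength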
S100A4 inh HTS = S100A4-myosin IIA interaction inhibition; 360,000 tested, 0.14% active; P26447; inhibition, % at 10.7 µM; S100A4/TAMRA-MyoIIA peptide fluorescence polarization;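 active = mean inhibition of at least 70% across replicates, with every replicate also reaching that level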
Target sequence (P26447 whole entry, looked up): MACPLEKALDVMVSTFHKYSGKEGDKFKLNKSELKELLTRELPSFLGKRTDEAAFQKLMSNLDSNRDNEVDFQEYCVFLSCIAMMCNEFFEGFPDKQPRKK
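Material: human S100A4 monomer with TAMRA-labelled myosin IIA peptide; buffer or medium: HEPES pH 7.2 with CaCl2, KCl, NaCl, DTT, Triton; compound dosing: one concentration per compound; schedule: 5 min incubation before reading; benchmarks: neutral control DMSO, positive control TFP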
FN deposition inh = fibronectin deposition inhibition; 350,000 tested, 0.086% active; inhibition, % at 12.6 µM; AH1F fibroblasts, Alexa488-fibronectin deposition fluorescence, overnight; AID 743247;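 active = mean inhibition across replicates of 30% or more, regardless of how many single replicates reach that level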;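 also: positive control wells lacked labelled fibronectin entirely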
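Assay system: AH1F fibroblasts assembling fluorescent fibronectin matrix; Amount: 10000 AH1F cells per well; Buffer or medium: DMEM, 2% serum; Probe or stimulus: Alexa488-fibronectin, 24 nM final in well; Doses: single compound dose, delivered by pin transfer; Incubation: 1 h adhesion, overnight exposure; Measured by: fluorescence 485/525 nm; Read-out: fibronectin deposition inhibition.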
* hit, by the source's call; nt = not tested or not shown.

SMILES	ERAP1 inh	EWS-Fli block	PglD inh	PGC1a acetyl inh	PAX8 reporter	LGR2 inh	S100A4 inh HTS	FN deposition inh
C[C@H](CO)N1C[C@H](C)[C@@H](CN(C)C(=O)Nc2cccc3ccccc23)Oc2ccc(NC(=O)CCCN(C)C)cc2C1=O	-4	nt	nt	6	2	13	6	-16
CCn1c(=O)c2sccc2n(CC(=O)NCCC2=CCCCC2)c1=O	-4	12	0	-1	2	4	-7	-5
CN(C)S(=O)(=O)Nc1cc(F)cc(F)c1	-7	-1	0	0	9	-15	-20	10
CCO[C@@H]1OC(C(=O)N2CCN(Cc3ccccc3)CC2)=C[C@H](c2ccc3c(c2)OCO3)[C@H]1CCCO	3	2	2	-6	29	nt	0	nt
O=C(Cc1cccc2ccccc12)Nc1nc(-c2cccc([N+](=O)[O-])c2)cs1	0	-8	nt	nt	16	-6	3	1
CCCCN(C(=O)Nc1ccccc1)C1CCS(=O)(=O)C1 (centres undefined)	0	3	-5	2	-14	-9	14	2
CCn1cc(C(=O)O)c(=O)c2cc(F)c(N3CCN(S(=O)(=O)c4ccc(NC(=O)OC)cc4)CC3)cc21	7	-10	-3	-9	-45	nt	-1	-4
CNC(=O)c1[nH]cnc1C(=O)Nc1ccccc1	nt	-15	1	-4	-47	-32	0	-11
O=C(O)CC1(CC(=O)NCc2cccc(Cl)c2)CCCCC1	2	4	-2	4	-4	9	2	-1
CC(CCc1ccccn1)C(=O)c1ccccc1 (centres undefined)	0	-12	0	-10	-30	-2	5	nt
COc1ccccc1C(=O)n1nc(-c2cccnc2)nc1NCc1ccccc1	nt	-4	-5	1	4	-8	0	0
COc1ccc(/C(O)=C2\C(=O)C(=O)N(CCN(C)C)C2c2cccc(OC)c2OC)cc1 (centres undefined)	nt	nt	-4	8	11	-19	nt	-3
COc1ccccc1NC(=O)N1CC(=O)N2[C@H](CO)[C@@H](c3ccc(-c4ccccc4)cc3)[C@H]2C1	2	-6	nt	5	28	6	7	nt
CCC(C)(C)NC(=O)CN(Cc1cccs1)C(=O)CNS(=O)(=O)c1ccc(C)cc1	nt	nt	-6	2	1	nt	nt	0
O=C(NCc1cccnc1)/C(=C/c1ccc([N+](=O)[O-])cc1)NC(=O)c1ccccc1	0	6	nt	-4	nt	2	0	-4
O=C(NNS(=O)(=O)c1ccc(F)cc1)c1ccccc1O	-4	10	6	6	10	6	0	-6
C[C@@H]1CN([C@@H](C)CO)C(=O)c2cc(-c3cccc(F)c3)cnc2O[C@@H]1CN(C)CC1CCOCC1	-1	-10	-1	-5	-8	-10	10	nt
CCOc1ccc(NC(=O)CSc2nc3ccccc3c(=O)n2CCCC(=O)NCCCN2CCCC2=O)cc1	-2	5	-2	4	16	2	-4	13
COCC(=O)N1[C@H](CO)[C@H](c2ccc(C3=CCCCC3)cc2)[C@@H]1C#N	0	-6	7	5	-6	-26	2	2
CC(C)C(=O)Nc1cccc(C(=O)NCCc2ccc(S(N)(=O)=O)cc2)c1	nt	nt	1	-3	nt	9	nt	-2
C[C@H]1CN([C@@H](C)CO)C(=O)Cc2cc(NC(=O)Cn3cnnn3)ccc2O[C@@H]1CN(C)C(=O)Nc1ccc2c(c1)OCO2	0	-55	-1	3	13	-4	-7	nt
COc1cccc(CN2CCN(CCCc3ccccc3)C(CCO)C2)c1OC (centres undefined)	-4	3	3	nt	14	-10	-3	1
Cc1ccc(N(C(C)C(=O)Nc2cc(Cl)ccc2Oc2ccccc2)S(C)(=O)=O)cc1 (centres undefined)	1	15	1	-16	nt	4	4	nt
O=C(N/N=C/c1cc2ccccc2[nH]1)c1ccccc1Cl	-1	-23	-2	-4	12	19	1	-4
O=C(O)c1ccc(F)c(S(=O)(=O)Nc2ccccc2Cl)c1	2	7	nt	nt	nt	17	0	nt

Single records, as listed above.
Profile of COc1ccccc1NC(=O)N1CC(=O)N2[C@H](CO)[C@@H](c3ccc(-c4ccccc4)cc3)[C@H]2C1 = ERAP1 inh: 2; EWS-Fli block: -6; PglD inh: nt; PGC1a acetyl inh: 5; PAX8 reporter: 28; LGR2 inh: 6; S100A4 inh HTS: 7; FN deposition inh: nt
Profile of COc1cccc(CN2CCN(CCCc3ccccc3)C(CCO)C2)c1OC (centres undefined) = ERAP1 inh: -4; EWS-Fli block: 3; PglD inh: 3; PGC1a acetyl inh: nt; PAX8 reporter: 14; LGR2 inh: -10; S100A4 inh HTS: -3; FN deposition inh: 1

The main list resumes; the 2 compounds before the break are reprinted first.
SMILES	ERAP1 inh	EWS-Fli block	PglD inh	PGC1a acetyl inh	PAX8 reporter	LGR2 inh	S100A4 inh HTS	FN deposition inh
O=C(N/N=C/c1cc2ccccc2[nH]1)c1ccccc1Cl	-1	-23	-2	-4	12	19	1	-4
O=C(O)c1ccc(F)c(S(=O)(=O)Nc2ccccc2Cl)c1	2	7	nt	nt	nt	17	0	nt
O=S(=O)(c1ccc(F)cc1)N1CCCCN2[C@H](C1)[C@@H](c1ccc(-c3ccccc3F)cc1)[C@@H]2CO	0	9	-1	-1	0	nt	4	nt
COC(=O)C[C@H]1CC[C@H]2[C@@H](COc3ccc(NS(C)(=O)=O)cc3C(=O)N2C)O1	1	nt	nt	0	nt	14	4	-1
COc1ccc(/C=C(/NC(=O)c2cccs2)C(=O)NC(C)(C)C)cc1OC	2	3	0	-7	23	10	-4	-4
C[C@@H]1CN([C@@H](C)CO)C(=O)c2cc(N(C)C)ccc2O[C@@H](C)CCCCO[C@H]1CN(C)S(=O)(=O)c1cn(C)cn1	nt	-1	nt	-8	6	2	nt	-5
O=C(CN1CCN(C(=O)c2ccco2)CC1)Nc1ccc(Br)cc1	-1	4	12	nt	-3	3	-3	0
CC(C)(C)OC(=O)CNC(=O)c1nc[nH]c1C(=O)N1CCNCC1	1	3	1	10	4	-13	1	20
O=C1CC(/C=C/c2ccc(Cl)cc2)=Nc2ccccc2N1	4	-26	5	16	-36	18	0	-11
O=C(N/N=C1\C2CN3CCN(C2)CC1(c1ccccc1)C3)Nc1ccccc1	1	-2	nt	0	-10	3	10	2
CCC1=NC(c2ccccc2Cl)N(O)C1(C)C (centres undefined)	3	-3	-3	0	nt	5	2	nt
CN(C)c1nc2c(c(=O)[nH]c(=O)n2C)n1CCCc1ccccc1	-1	12	-1	0	2	6	-2	0
O=C(COC(=O)Cc1n[nH]c(=O)c2ccccc12)Nc1ccc(Cl)cc1F	-1	1	nt	-1	-13	-2	-3	-1
Cc1cc(C)cc(NC(=O)CSCc2cc(=O)n3ccsc3n2)c1	1	17	-3	-9	7	12	10	-10
COc1ccc(CN2C(=O)c3cccnc3C2=O)cc1S(=O)(=O)N1CCOc2ccc(Cl)cc21	-3	5	0	0	-12	-9	1	-7
COc1ccc(S(=O)(=O)N2CCOC2CNC(=O)C(=O)NCc2ccco2)cc1 (centres undefined)	-1	4	1	-11	-6	-5	0	-2
CCCCn1c(N)c(N(CCOC)C(=O)c2c(CC)noc2C)c(=O)[nH]c1=O	1	-3	2	6	1	3	-18	1
O=C(NCc1cccc(Cl)c1)C1CCCN(c2ncnc3c2nc2n3CCCCC2)C1 (centres undefined)	0	nt	2	-30	25	-15	-1	-3
C[C@@H]1CN([C@@H](C)CO)C(=O)c2c(c3ccccc3n2C)-c2ccccc2CO[C@@H]1CN(C)C(=O)c1cc(Cl)cc(Cl)c1	-3	7	nt	-96	34	10	9	-6
O=C(C[C@H]1CC[C@@H](NC(=O)Nc2ccccc2)[C@@H](CO)O1)NCc1cccc(F)c1	1	7	-4	1	7	4	-21	nt
O=C(C[C@H]1CC[C@H]2[C@@H](COC[C@@H](O)CN2Cc2ccccc2)O1)N[C@H]1CCN(Cc2ccccc2)C1	4	-6	3	-8	0	-10	10	-4
COc1ccc(S(=O)(=O)N2CCCC2CNC(=O)C(=O)NCc2ccccc2Cl)cc1 (centres undefined)	-2	-4	nt	3	15	20	5	5
CCCCN(C1CCS(=O)(=O)C1)S(=O)(=O)c1ccc(OC)cc1 (centres undefined)	-1	2	-4	-2	-19	-2	-2	-4
CCCNc1nc(=S)n(-c2ccccc2)c(C)c1C(C)=O	0	-8	nt	nt	15	7	-2	4
CC(Sc1nc(NCc2ccccc2)nc(N(C)C)n1)C(=O)Nc1ccccc1 (centres undefined)	nt	nt	2	-15	nt	-22	nt	3
C=CCSc1nc(C)c(CCCC)c(=O)[nH]1	1	4	nt	nt	18	nt	4	8
CC(C)CCOc1cccc(C2c3c(oc4ccccc4c3=O)C(=O)N2CCCN2CCOCC2)c1 (centres undefined)	-2	2	-2	7	7	8	2	-2

(continued)
SMILES	ERAP1 inh	EWS-Fli block	PglD inh	PGC1a acetyl inh	PAX8 reporter	LGR2 inh	S100A4 inh HTS	FN deposition inh
COc1cccc(-c2cnc3c(c2)C(=O)N([C@@H](C)CO)C[C@H](C)[C@H](CN(C)Cc2cccnc2)O3)c1	-2	-5	4	10	nt	-5	4	-2
CCCCCCCn1c2c(c(=N)c3ccccc31)CCC2	3	58*	nt	-24	100*	27	1	-14
O=C(CCCCCNC(=O)N1CCn2c1nc1ccccc12)NCc1ccc(F)cc1	-4	nt	-4	-10	-22	-12	-3	1
C[C@@H]1CCCCO[C@@H](CN(C)CC2CCCCC2)[C@H](C)CN([C@H](C)CO)C(=O)c2cc(NS(=O)(=O)c3ccc(F)cc3)ccc2O1	0	16	-4	-20	-1	-14	1	nt
COc1ccccc1C(=O)COC(=O)C(CCSC)NC(=O)COc1ccccc1 (centres undefined)	1	-5	-3	7	-4	10	1	0
C[C@H](CO)N1C[C@H](C)[C@H](CN(C)C(=O)Nc2ccc(F)cc2)OCCCC[C@H](C)Oc2ccc(NC(=O)c3ccccc3)cc2C1=O	0	-9	14	-3	-5	7	0	nt
Cc1nc(COC(=O)c2ccc(CO)cc2)cs1	nt	nt	-3	6	-35	nt	nt	-2
COc1cc(OC)cc(C(=O)N2CCN(S(C)(=O)=O)CC2)c1	nt	nt	7	4	6	nt	nt	-1
NS(=O)(=O)c1ccc(O)c(NC(=O)c2ccc([N+](=O)[O-])o2)c1	-5	23	-6	-2	0	16	0	6

Sorted by SMILES length (lowest first): seven of the compounds above
SMILES	ERAP1 inh	EWS-Fli block	PglD inh	PGC1a acetyl inh	PAX8 reporter	LGR2 inh	S100A4 inh HTS	FN deposition inh
CNC(=O)c1[nH]cnc1C(=O)Nc1ccccc1	nt	-15	1	-4	-47	-32	0	-11
COc1cccc(CN2CCN(CCCc3ccccc3)C(CCO)C2)c1OC (centres undefined)	-4	3	3	nt	14	-10	-3	1
CN(C)c1nc2c(c(=O)[nH]c(=O)n2C)n1CCCc1ccccc1	-1	12	-1	0	2	6	-2	0
NS(=O)(=O)c1ccc(O)c(NC(=O)c2ccc([N+](=O)[O-])o2)c1	-5	23	-6	-2	0	16	0	6
CC(C)CCOc1cccc(C2c3c(oc4ccccc4c3=O)C(=O)N2CCCN2CCOCC2)c1 (centres undefined)	-2	2	-2	7	7	8	2	-2
COc1ccc(CN2C(=O)c3cccnc3C2=O)cc1S(=O)(=O)N1CCOc2ccc(Cl)cc21	-3	5	0	0	-12	-9	1	-7
COc1ccccc1NC(=O)N1CC(=O)N2[C@H](CO)[C@@H](c3ccc(-c4ccccc4)cc3)[C@H]2C1	2	-6	nt	5	28	6	7	nt
